Compound activity deposited in PubChem by several laboratories.
Salmonella PhoP GFP: PhoP-dependent GFP reporter repression – Salmonella Typhimurium, primary screen (AID 1863); S. Typhimurium PhoP-regulated promoter GFP reporter, 4 h; higher % means a stronger effect; inhibition, % at 50 µM; hits with a dose series show IC50 in µM; actives 0.16% (n = 300,000);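 active = inhibition over 29.93%, a cutoff 3 SD above the screen mean, later confirmed by dose response; inconclusive = inhibition over 29.93% but no dose response follow-up; inactive = inhibition at most 29.93% or unconfirmed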;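 note: 0% = low Mg2+ inducing control and 100% = high Mg2+ repressing control; strong numbers were not always called active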
M1AAP inhibition: P. falciparum M1AAP inhibitors, biochemical, fluorogenic H-Leu-NHMec substrate, 1536-well (AID 1445). recombinant M1AAP, H-Leu-NHMec fluorogenic kinetic assay; higher % means a stronger effect. inhibition, % at 30 µM, or IC50 in µM where a hit was titrated. actives 0.42% (n = 220,000);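 active = primary inhibition above the hit cutoff, then over 50% inhibition at one or more dose response concentrations, cut at about 23% in these data, passing the limit was not always enough; inconclusive = conflicting primary data, or primary hits not chosen for dose response; inactive = low primary inhibition, or under 50% at every dose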;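 note: plate controls were DMSO full reaction for no effect and no enzyme background for full effect; strong numbers were not always called active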
XIAP displacement: XIAP antagonists, biochemical, IAP family, fluorescence polarization (AID 1018) | XIAP BIR domain, fluorescence polarization peptide displacement; higher % means a stronger effect | displacement, % at 20 µM, or IC50 in µM where a hit was titrated | actives 0.007% (n = 200,000); in the data active = displacement above about 50%; note: a part of the inactive calls stands beside numbers as strong as those of hits
West Nile antiviral: West Nile virus antiviral activity, cell-based, CPE readout (AID 1621) | West Nile virus-infected cells, CPE inhibition; higher % means a stronger effect | CPE inhibition, % at 10 µM; hits with a dose series show IC50 in µM | actives 0.02% (n = 290,000); in the data active = a potency from the dose series; inconclusive = CPE inhibition mostly from about 3.7% at the one dose, without a potency; inactive = the rest, 99 in 100 with CPE inhibition below about 2.2%; note: strong numbers were not always called active
CSM14.1 death rescue: rescue of cells from ER stress-induced death, primary screen, 384-well, CSM14.1, thapsigargin, ATP luminescence (AID 1222). 190,000 tested, under 10 active. CSM14.1 thapsigargin-induced death rescue, ATP luminescence; higher % means a stronger effect. cellular ATP content (survival), % at 20 µM, or EC50 in µM where a hit was titrated;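 active = EC50 below 50 µM in the dose-response confirmation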;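 note: death triggered by thapsigargin at about 15 µM added after 2 h compound pretreatment; cell ATP read after overnight thapsigargin exposure of roughly 18 to 22 hours; normalized against plate controls of thapsigargin alone and 5% DMSO vehicle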
Yfh1-off respiration: mitochondrial function rescue without frataxin homolog – Friedreich's ataxia, plus single-dose screen, dose response (AID 1465). actives 0.074% (n = 220,000). fold induction at 50 µM, or EC50 in µM where a hit was titrated. S. cerevisiae Yfh1-off respiration, WST-1 reduction, 72 h; higher fold induction means a stronger effect;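 active = fold induction of absorbance versus untreated yeast above a set limit, then at least 30% activation at any dose in follow-up; inconclusive = repeats straddling the limit, or above it without dose testing; inactive = fold induction below the set limit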;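 note: activators that raise dye reduction in frataxin-depleted yeast; strong numbers were not always called active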
SIAH1 antagonists: blockers of Siah-1 interaction with plectin peptide – biochemical, fluorescence polarization, rhodamine-plectin, uHTS, primary screen (AID 1817). displacement, % at 20 µM; hits with a dose series show IC50 in µM. actives 0.02% (n = 290,000). Siah-1 / rhodamine-plectin peptide fluorescence polarization; higher % means a stronger effect;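 active = displacement of at least 50% at 20 µM, with a fluorescence ratio check between 0.3 and a set limit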;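 note: plate controls were Siah plus tracer with DMSO for no effect and tracer alone without Siah for full effect; strong numbers were not always called active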
PMI inhibition: human PMI inhibitors, high substrate, primary screen, biochemical, fluorescence intensity, high mannose 6-phosphate (AID 1220). recombinant PMI enzyme, coupled fluorescence intensity; higher % means a stronger effect. inhibition, % at 20 µM, or IC50 in µM where a hit was titrated. actives 0.66% (n = 190,000); in the data active = inhibition above about 50%
P. falciparum M17LAP: P. falciparum M17LAP inhibitors, primary screen, biochemical, fluorogenic H-Leu-NHMec substrate, 1536-well (AID 1619) | recombinant M17LAP, H-Leu-NHMec fluorogenic kinetic assay; higher % means a stronger effect | inhibition, % at 30 µM; hits with a dose series show IC50 in µM | actives 0.38% (n = 220,000);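 active = compound inhibiting the enzyme by more than half at any dose during confirmatory dose-response retesting; inconclusive = strong single-dose inhibitors picked by rank but not retested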;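 note: plate controls were full reaction with DMSO carrier for no effect and no enzyme background for full effect; strong numbers were not always called active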
* = called active by the depositor; i = inactive; ? = inconclusive; / = no result given.

compound,M1AAP inhibition,P. falciparum M17LAP,Yfh1-off respiration,West Nile antiviral,SIAH1 antagonists,PMI inhibition,CSM14.1 death rescue,Salmonella PhoP GFP,XIAP displacement
COC(=O)c1ccc2c(=O)n(Cc3ccc(C(=O)NC(C)C)cc3)c(=S)[nH]c2c1,3%,-7%,i,-0.2%,5%,-15%,-1.9%,-8%,-6.6%
COc1cc([N+](=O)[O-])cc2sc(NC(=O)C3CC3)nc12,8%,17%,i,-0.1%,-3%,13%,/,-6%,-6.8%
N#Cc1c(-c2ccccc2)c(-c2ccccc2)n(Cc2ccco2)c1NC(=O)c1cccs1,6%,1%,?,0.1%,3%,10%,-0.8%,4%,-2.7%
[S-]C(=Nc1ccc(Cl)cc1)N[n+]1ccccc1,6%,7%,i,0.0%,-8%,17%,-1.8%,-25%,-12%
COc1ccc(-c2ccc(CCC(=O)O)n2NC(=O)c2ccc(C(C)(C)C)cc2)cc1,8%,-1%,i,-0.6%,-2%,9%,-1.0%,-14%,-3.5%
CC(C)C(=O)NC(=S)Nc1sc2c(c1C(N)=O)CCCC2,6%,4%,i,0.3%,1%,7%,-0.4%,-9%,1.6%
O=c1c(C=Nc2ccc(Cl)cc2)c[nH]n1-c1cccc(Cl)n1,-13%,1%,i,0.0%,9%,-13%,-0.2%,28%,-4.2%
FC(F)(F)c1ccc(-c2nnc(-c3ccccn3)c(-c3ccccn3)n2)nc1,4%,18%,i,-0.1%,3%,/,/,-1%,/
O=Cc1cn(-c2ccccc2)nc1-c1cccnc1,10%,-4%,i,0.2%,-4%,1%,1.0%,2%,-6.6%
COc1ccc(Cn2c(=O)sc3ccccc32)cc1,1%,0%,i,1.0%,-9%,-1%,-0.7%,10%,-0.7%
Cc1c(Cc2ccccc2)sc(/N=C/c2c(O)ccc3ccccc23)c1C(N)=O,20%,5%,i,-1.1%,-2%,30%,1.9%,2%,-0.4%
COC(=O)c1cc(=O)n(-c2ccc(F)cc2)c(=Nc2ccc(F)cc2)s1,5%,5%,i,?,3%,5%,2.1%,1%,-0.4%
CCCCOc1ccccc1NC(=O)c1ccco1,0%,-3%,i,-0.2%,5%,6%,-2.7%,1%,-2.1%
N#CC1(Cc2ccc(Cl)cc2)c2ccccc2C=CN1C(=O)c1ccccc1 (stereo unspecified),1%,-12%,i,-0.6%,-7%,-10%,-0.5%,1%,-2.1%
CN(C)Cc1c(O)ccc2c(-c3ccccc3)cc(=O)oc12,7%,7%,i,0.8%,6%,11%,1.4%,1%,1.8%
O=Cc1ccc(OCc2nnsc2Cl)cc1,1%,-7%,i,1.3%,-3%,-2%,-0.8%,-5%,-2.8%
COCCN1Cc2cccc(C(=O)N3CCN(c4ccccc4)CC3)c2C1=O,-1%,-6%,i,-0.3%,-2%,-9%,-1.0%,6%,-3.8%
CC(C)(C)c1ccc(OCC(=O)NCc2ccco2)cc1,1%,1%,i,0.5%,1%,-4%,3.8%,2%,-3.1%
COC(=O)CC1SC(=O)NC1=Nc1ccccc1 (stereo unspecified),7%,5%,i,-0.7%,0%,3%,-0.6%,-2%,-5.5%
C=CCNCCOCCOc1ccc(C)cc1[N+](=O)[O-],-1%,18%,i,-1.2%,8%,5%,0.0%,4%,-3.5%
O=C(NNc1c(Cl)cncc1Cl)c1cccs1,1%,-3%,i,0.0%,4%,/,/,-9%,/
Cc1ccc(NC(=O)CSC2=C(C#N)C(c3ccco3)CC(=O)N2)cc1 (stereo unspecified),3%,49%,i,-0.4%,-1%,12%,-1.0%,11%,-14%
CC(C)c1ccccc1NC(=O)CNC(C)c1ccc(F)cc1 (stereo unspecified),0%,0%,i,-0.9%,3%,-2%,0.5%,3%,-4.0%
COCCOC(=O)C1=C(N)OC2=C(C(=O)CC(C)(C)C2)C1c1cccnc1 (stereo unspecified),-2%,23%,i,-0.1%,-3%,-2%,/,3%,-3.5%
CSc1ccccc1NC(=O)CSc1nncs1,12%,-4%,i,-0.2%,0%,10%,0.8%,4%,-4.9%
Cc1ccc(C=Nc2ccccc2C(N)=O)cc1,7%,-19%,i,2.4%,-4%,1%,-2.6%,34%,-4.6%
O=C(CNc1cccc(C(F)(F)F)c1)N/N=C/c1ccccc1C(=O)O,11%,16%,i,1.3%,2%,/,/,-10%,/
Cc1csc(SCC(=O)Nc2cccc(S(=O)(=O)N3CCCC3)c2)n1,8%,10%,i,0.1%,-2%,-7%,4.0%,-15%,-6.6%
Cc1cc(=O)[nH]c(SCC(=O)N2CCCc3ccccc32)n1,1%,9%,i,-0.4%,9%,-5%,0.3%,-7%,-3.3%
O=C(NC1(C(=O)NC2CCCCC2)CCCCC1)c1ccccn1,5%,-7%,i,-1.3%,-1%,-1%,-0.1%,3%,-18%
C=CCNC(=S)N1CCN(C2CCCCC2)CC1,-5%,-7%,i,0.0%,3%,/,/,-4%,/
Cc1cc(C)c(OCCOCCN(C)C)c(Br)c1,2%,13%,i,0.1%,2%,-15%,-2.4%,-4%,-7.9%
CCC/C(O)=C1\C(=O)CC(c2ccccc2)CC1=NC (stereo unspecified),11%,-15%,i,-1.1%,0%,1%,-1.0%,-4%,-4.6%
Cc1ccc2cc(S(=O)(=O)NCCCN3CCOCC3)ccc2c1,-1%,-1%,i,-1.5%,3%,4%,-0.9%,4%,-5.2%
COC(=O)c1c(-c2ccccc2)csc1NC(=O)c1ccco1,0%,4%,i,0.3%,-2%,-6%,-0.8%,7%,-6.3%
CN1CCN(c2ncc(CN3C(=O)c4ccccc4C3=O)s2)CC1,-1%,-5%,i,0.3%,24%,-2%,-1.2%,1%,-2.6%
S=C1NCN(C2CCCCC2)CN1Cc1ccccc1,-1%,-6%,i,0.1%,5%,-18%,2.5%,-7%,-3.0%
CCOC(=O)C(=CNc1cccc(N)n1)C(=O)OCC,5%,16%,i,0.7%,-1%,3%,0.1%,1%,0.4%
Cc1cc(C)nc(N2CCC(CNC(=O)CCc3ccccc3)CC2)n1,4%,6%,i,0.3%,-4%,-5%,-2.5%,16%,-4.2%
Cc1cccc(C)c1OCCNC(=O)c1ccc2ccccc2n1,0%,-5%,i,-0.5%,-5%,5%,-0.3%,-5%,-1.0%
O=C(Nc1ccccc1N1CCN(C(=O)c2ccccc2)CC1)c1ccc2c(c1)OCO2,4%,10%,i,0.8%,3%,11%,0.0%,-5%,-4.1%
Cc1noc(NS(=O)(=O)c2ccc(N/C=C\C(=O)c3ccccc3)cc2)c1C,14%,23%,i,0.1%,0%,11%,1.7%,-12%,-9.4%
CCCCc1ccc(NC(=S)N2CCC(O)CC2)cc1,-1%,5%,i,0.4%,3%,0%,-0.5%,-7%,-3.8%
COc1cccc(CNC(=O)CCC2CCCN(C(=O)CCC(F)(F)F)C2)c1 (stereo unspecified),-6%,0%,i,-0.6%,0%,8%,0.1%,-2%,-12%
O=C1c2ccccc2C(Nc2ccccc2)N1c1cccnc1 (stereo unspecified),5%,6%,i,-0.3%,4%,11%,-0.4%,12%,-0.7%

3 records picked at random from those above:
compound,M1AAP inhibition,P. falciparum M17LAP,Yfh1-off respiration,West Nile antiviral,SIAH1 antagonists,PMI inhibition,CSM14.1 death rescue,Salmonella PhoP GFP,XIAP displacement
O=C(Nc1ccccc1N1CCN(C(=O)c2ccccc2)CC1)c1ccc2c(c1)OCO2,4%,10%,i,0.8%,3%,11%,0.0%,-5%,-4.1%
COc1cccc(CNC(=O)CCC2CCCN(C(=O)CCC(F)(F)F)C2)c1 (stereo unspecified),-6%,0%,i,-0.6%,0%,8%,0.1%,-2%,-12%
Cc1cc(C)c(OCCOCCN(C)C)c(Br)c1,2%,13%,i,0.1%,2%,-15%,-2.4%,-4%,-7.9%

Later entries:
compound,M1AAP inhibition,P. falciparum M17LAP,Yfh1-off respiration,West Nile antiviral,SIAH1 antagonists,PMI inhibition,CSM14.1 death rescue,Salmonella PhoP GFP,XIAP displacement
CCN(CC)/C(Sc1ccccc1)=C(/C(Cl)=C(Cl)Cl)[N+](=O)[O-],11%,33%,i,-0.2%,7%,10%,-1.7%,2%,-1.1%
COc1ccccc1OCCCCCCN1CCOCC1,1%,1%,i,-0.4%,4%,-10%,-0.5%,5%,-8.1%
COc1ccc(NC(=O)c2ccco2)cc1NC(=O)c1c(F)c(F)c(OC)c(F)c1F,-3%,4%,i,-0.1%,0%,9%,0.0%,7%,-3.9%
CC1CCN(CCCNC(=O)c2coc3nc4ccccc4nc23)CC1,?,-241%,i,-0.3%,3%,5%,/,-26%,1.5%
O=C(CSC1=NC(=O)C(c2ccccc2)C(=O)N1)Nc1ccccc1Cl (stereo unspecified),4%,52%,i,0.2%,1%,10%,-2.4%,-8%,-2.1%
Cc1ccc(C)c(N(CC(=O)NC2CCCC2)C(=O)c2cc3cc4cccc(C)c4nc3s2)c1,7%,-5%,i,0.9%,4%,17%,0.8%,-4%,-3.4%
CN(C)CCN1C(=O)NC(C)(c2ccc([N+](=O)[O-])cc2)C1=O (stereo unspecified),-1%,2%,i,0.0%,1%,9%,-0.2%,-5%,-4.0%
Fc1ccc(COc2ccc(/C=N/n3cnnc3)cc2)cc1,-2%,3%,i,0.4%,-1%,-3%,0.6%,-7%,-1.6%
C#CCOC(=O)CCC(=O)Nc1cc(OC)nc(OC)n1,15%,10%,i,1.1%,-1%,0%,-0.2%,-7%,-3.5%
COc1cccc(-n2c(Cc3cc(=O)[nH]c(=O)[nH]3)nnc2SCC(=O)N2CCCC2)c1,4%,-9%,i,0.7%,6%,12%,1.3%,-4%,-3.3%
COc1ccc(C(=O)N2CCN(c3ccc([N+](=O)[O-])c(-n4nc(C)cc4C)c3)CC2)cc1,3%,4%,i,-0.5%,8%,7%,-2.2%,6%,-9.9%
COc1cccc(Nc2nnc(SCN3C(=O)c4ccccc4C3=O)s2)c1,5%,4%,i,0.0%,3%,2%,1.9%,-11%,-10%
CCCNC(=O)c1onc(CSc2ccccn2)c1C(=O)NCCC,17%,9%,i,0.8%,2%,/,/,-4%,/
COc1ccc(NC(C)=O)cc1NC(=O)c1cccc(C(F)(F)F)c1,1%,-4%,i,1.1%,1%,-1%,-1.2%,-6%,-4.0%
